High-throughput results: PubChem, several laboratories
WT yeast gro inh = growth inhibition of WT strain, primary screen, mitochondrial fusion inhibitor project, WT and mutant strains, chemical genetic | inhibition, % at 10 µM | AID 1362, 2008 | actives 2.1% (n = 190,000) | mitochondrial fusion phenotypic screen; in the data active = inhibition above about 58%; tested in S. cerevisiae
P. falciparum M1AAP = P. falciparum M1AAP inhibitors, biochemical, fluorogenic H-Leu-NHMec substrate, 1536-well (AID 1445); actives 0.42% (n = 220,000); recombinant M1AAP, H-Leu-NHMec fluorogenic kinetic assay; higher % means a stronger effect; one-dose inhibition, % at 30 µM; IC50 in µM for titrated hits; Aminopeptidase N (Plasmodium falciparum (isolate 3D7));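 active = primary inhibition above the hit cutoff, then over 50% inhibition at one or more dose response concentrations, cut at about 23% in these data, passing the limit was not always enough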;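 also: plate controls were DMSO full reaction for no effect and no enzyme background for full effect; strong numbers were not always called active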
Autophagy mod = autophagy modulators in MEF cells, primary screen, imaging, high-content, MEF GFP-LC3. MEF GFP-LC3 puncta imaging; test concentration mostly 10 µM. calls only at 10 µM (by protocol). actives 0.98% (n = 190,000);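 active = percentage of spot-positive cells more than 3 SD above its plate mean, without a fluorescence outlier flag or 80% toxicity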;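 also: spot-positive cell cutoff set from DMSO-treated cells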
Dynein cargo inh = inhibitors of GR-EGFP nuclear translocation, primary screen, dynein cargo transport inhibitor project, imaging, high-content, 3617.4 mouse cells | test concentration mostly 20 µM; stimulated with dexamethasone, 1 µM; active compounds read low | z-score, hits read low | actives 0.47% (n = 220,000) | AID 1381, 2008;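 active = plate z-score of nuclear minus cytoplasmic receptor signal below a set negative limit, without overly bright fluorescence or cell loss, cut at about -3.5 in these data, passing the limit was not always enough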;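 also: z-score of nuclear minus cytoplasmic ring GR-EGFP intensity difference per well; some compounds called inactive have numbers as strong as hits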
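Buffer or medium: tetracycline-free induction medium containing charcoal-stripped FBS / Reagent: dexamethasone agonist, 1.0 µM final, for 30 min / Technique: automated 10x imaging of fixed Hoechst-stained cells / Times: induction 48 h, compound 1 h, agonist 30 min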
M17LAP inhibition = P. falciparum M17LAP inhibitors, primary screen, biochemical, fluorogenic H-Leu-NHMec substrate, 1536-well (AID 1619); Leucine aminopeptidase (Plasmodium falciparum (isolate 3D7)); recombinant M17LAP, H-Leu-NHMec fluorogenic kinetic assay; higher % means a stronger effect; one-dose inhibition, % at 30 µM; IC50 in µM for titrated hits; actives 0.38% (n = 220,000);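 active = compound inhibiting the enzyme by more than half at any dose during confirmatory dose-response retesting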;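 also: plate controls were full reaction with DMSO carrier for no effect and no enzyme background for full effect; strong numbers were not always called active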
MT stabilize HCS = microtubule stabilizers in HeLa cells, primary screen, imaging, high-content imaging. % tubulin-high responders, % at 10 µM. actives 0.83% (n = 200,000). HeLa tubulin immunostaining HCS, 24 h; share of cells brighter than vehicle mean+2SD. AID 2205, 2009;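 active = plate Z-score above 3 for both tubulin-high and condensed-nucleus cell shares, with cell loss under 80%, at 10 µM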;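 also: anti alpha tubulin signal scored within the nucleus-defined area of each cell; some results filed as inactive read as strong as hits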
b-catenin transl = modulators of beta-catenin nuclear translocation, primary screen, imaging, HeLa cells, immunofluorescence, high-content | nuclear translocation activity, % at 5 µM | actives 0.3% (n = 190,000) | AID 1665, 2009;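 active = nuclear translocation activity above 50% at 5 µM, with a well cell count of 50 or more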;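 also: per-cell ratio of nuclear to cytoplasmic median beta-catenin stain intensity; plate controls were DMSO negative control for no effect and GSK-3 inhibitor IX positive control for full effect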
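Test system: HeLa cells, endogenous beta-catenin; Compound: single 5 µM dose plus 0.02–20 µM confirmation series; Times: compound exposure 24 h at 37°C; Signal: fluorescence imaging of beta-catenin antibody stain plus DAPI; Read-out: % activation, nuclear-to-cytoplasmic median beta-catenin signal ratio per cell.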
T cell modulator = modulators of CD8 T cell-vesicle binding, primary screen, mouse 2C CD8+ T cells, flow cytometry; 2C CD8+ T cell-vesicle binding; active compounds read low; calls only at 7 µM; actives 0.068% (n = 330,000); AID 2052, 2009;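 active = response, share of CD8 T cells binding vesicles, and their 90th percentile fluorescence all below set limits, cut at about 80% in these data, passing the limit was not always enough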
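Also added: QL9-peptide-loaded Drosophila micro-vesicles bearing Ld, ICAM-1 and B7-1; Test system: purified 2C TCR transgenic mouse naive CD8+ T cells; Measured by: cytometric PE anti-B7-1 and Alexa647 anti-CD8 signals after 1% paraformaldehyde fixation; Timing: binding step 1.5 h, 37 °C, antibody labelling 20 min, ice.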
Yfh1-off respiration = enhancers of respiration in Yfh1-depleted yeast, dose response, Friedreich's ataxia, plus single-dose screen (AID 1465) | S. cerevisiae Yfh1-off respiration, WST-1 reduction, 72 h; higher fold induction means a stronger effect | fold induction at 50 µM, or EC50 in µM where a hit was titrated | actives 0.074% (n = 220,000);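 active = fold induction of absorbance versus untreated yeast above a set limit, then at least 30% activation at any dose in follow-up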;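 also: activators that raise dye reduction in frataxin-depleted yeast; strong numbers were not always called active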
WT yeast gro inh mutant strain = further read-out of WT yeast gro inh, marked with its call; inhibition, %; mitochondrial fusion phenotypic screen, mutant strain inhibition
Dynein cargo inh cytoplasmic EGFP = also measured in Dynein cargo inh; calls as there; z-score; measured here: cytoplasmic GR-EGFP intensity; active compounds read high
Dynein cargo inh nuclear GR-EGFP = also measured in Dynein cargo inh; calls as there; z-score; measured here: nuclear GR-EGFP intensity;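 lower value marks the stronger effect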
Dynein cargo inh cell count = further read-out of Dynein cargo inh, marked with its call; z-score; measured here: cell count per field
b-catenin transl cell count 5 µM = also measured in b-catenin transl; calls as there; cell count; measured here: cell count, cytotoxicity flag
T cell modulator vesicle-bound % = further read-out of T cell modulator, marked with its call; double positive events, %; measured here: CD8+ vesicle-bound cell fraction;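 binding gate set so that unloaded-vesicle control wells show 10% double positive cells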
MT stabilize HCS Hoechst-high % = also measured in MT stabilize HCS; calls as there; % Hoechst-high responders; measured here: nuclear condensation Hoechst responders;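 share of cells brighter than vehicle mean plus two SD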
MT stabilize HCS cytotoxicity % = recorded beside MT stabilize HCS, whose call it bears; toxicity, %; measured here: cytotoxicity by cell density;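 0% = mean cell density of plate MIN control wells and 100% = no cells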
Autophagy mod cell loss 18 h = recorded beside Autophagy mod, whose call it bears; toxicity, %; measured here: cell loss, nuclei count;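 cell loss after 18 h compound exposure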
* hit, by the source's call; i = inactive; . = not tested or not shown; + = active, no number.

SMILES	WT yeast gro inh	WT yeast gro inh mutant strain	P. falciparum M1AAP	Autophagy mod	Autophagy mod cell loss 18 h	Dynein cargo inh	Dynein cargo inh cytoplasmic EGFP	Dynein cargo inh nuclear GR-EGFP	Dynein cargo inh cell count	M17LAP inhibition	MT stabilize HCS	MT stabilize HCS Hoechst-high %	MT stabilize HCS cytotoxicity %	b-catenin transl	b-catenin transl cell count 5 µM	T cell modulator	T cell modulator vesicle-bound %	Yfh1-off respiration
Cn1nnnc1SCC(=O)N1CCN(C(c2ccccc2)c2ccccc2)CC1	-1	-6	7%	i	0	-1.2	-0.28	-0.6	0.52	5%	2.7	1.5	3.1	-3.4	1272	i	14	i
CCOc1cc(C(=O)Nc2ccc3c(c2)OCO3)ccc1OC(F)F	19	13	11%	i	1	-0.62	-0.19	-0.12	0.39	5%	2.0	4.1	6.0	-3.5	1000	i	40	i
Cc1nn(C)c(C(=O)N2CCOCC2)c1Cl	-11	-17	1%	i	3	-1.1	-0.063	-0.8	1.3	2%	2.7	3.3	3.5	-3.4	542	i	35	i
C/C(N)=C(/C#N)C(=O)CSc1nc2ccccc2c(=O)n1CCCO	-12	11	5%	i	1	-1.4	-0.15	-0.65	2.5	-7%	2.4	2.2	3.7	-3.0	1022	i	11	i
Cc1ccc(/C=N/N2CCN(Cc3ccc(C)cc3)CC2)cc1	.	.	-1%	.	.	0.14	-0.28	0.73	-0.27	-14%	.	.	.	2.7	1279	i	59	i
COc1ccccc1N1CCN(C(=O)C(C)N(c2ccccc2)S(C)(=O)=O)CC1 (stereo unspecified)	12	21	10%	i	0	-0.042	-0.14	-0.074	0.34	1%	2.8	2.5	8.9	1.4	1014	i	46	i
COc1ccccc1C(=O)OCC(=O)Nc1ccccc1OC(F)F	.	.	-1%	.	.	0.71	-0.22	1.4	-0.45	-8%	.	.	.	0.2	1400	i	45	i
CC(c1ccccc1F)n1cc(C(=O)NCc2ccncc2)nn1 (stereo unspecified)	5	-1	4%	i	22	0.17	-0.19	0.65	-0.41	-5%	2.5	1.0	3.7	-2.8	1155	i	55	i
Cc1noc(/C=C/N(C)C)c1S(=O)(=O)N1CCCC(C(=O)NCCC2=CCCCC2)C1 (stereo unspecified)	16	-1	.	.	.	-0.52	-0.21	-0.057	0.2	.	4.8	2.7	11	.	.	i	31	.
Cc1ccc(C(c2ccc(C)o2)c2cccc([N+](=O)[O-])c2O)o1	-2	6	14%	i	1	0.13	-0.23	0.21	-0.16	-9%	4.2	1.7	6.5	-2.1	1457	i	40	i
COc1cc(/C=N/NC(=O)CCc2ccccc2)ccc1O	70*	6.6*	12%	i	7	-0.2	-0.24	-0.3	1.2	12%	2.4	1.3	0.1	0.3	1233	i	62	.
S=C(NC1CCCCC1)N1CCOCCOCCN(C(=S)NC2CCCCC2)CCOCC1	.	.	9%	.	.	1.2	-0.15	1.1	-1.7	-1%	.	.	.	0.0	1295	i	13	i
Cc1cc(C)n(C(=O)c2cccc(S(=O)(=O)N3CCOCC3)c2)n1	1	0	1%	i	-4	-0.95	-0.23	-0.22	0.63	3%	2.8	1.6	13	-2.4	1075	i	25	i
COc1ccc(NS(=O)(=O)c2cccc(-c3n[nH]c(=S)n3Cc3ccccc3)c2)cc1	1	-14	13%	i	-13	-1.3	-0.2	-0.53	0.63	3%	1.8	2.2	4.4	1.2	1066	i	35	i
CC(=O)C1=C(C)NC(SCC(=O)Nc2nc3ccccc3s2)=C(C#N)C1c1ccc(Cl)cc1 (stereo unspecified)	48	16	7%	i	-1	0.65	-0.16	0.58	-0.34	-3%	7.2	4.3	4.7	6.6	1016	i	5	i
CCOc1ccc(C(=O)NCC(=O)OCC(=O)Nc2cccc(S(=O)(=O)N3CCCC3)c2)cc1	.	.	.	.	.	-0.77	-0.79	-0.64	0.24	.	.	.	.	-0.7	1297	i	44	i
CSc1ccc(/C=C/C(=O)c2ccc(NC(=O)Cc3ccccc3)cc2)cc1	2	2	12%	i	2	-0.69	-0.2	-0.4	1.1	4%	1.6	1.9	4.4	0.0	1288	i	15	i
CS(=O)(=O)N(CC(=O)Nc1ccccc1-c1ccccc1)c1ccc(F)cc1	2	-24	-6%	i	6	1.6	-0.17	1.2	-1.1	-4%	1.8	1.3	3.3	0.3	986	i	3	i
CCOCC(=O)Nc1cc(Cl)ccc1C	-8	3	9%	i	-7	-1.1	-0.22	-0.38	0.17	11%	2.0	2.4	9.6	-0.9	979	i	32	i
O=C(Nc1ccccn1)NC(C(F)(F)F)C(F)(F)F	-25	10	-5%	i	-3	-0.41	-0.2	0.12	-0.0098	5%	4.9	2.1	4.9	-0.3	832	i	30	i
COCCNC(=O)C(c1ccccc1)N(CCOC)C(=O)Cn1nnc2ccccc21 (stereo unspecified)	6	-1	2%	i	14	1.4	-0.22	1.6	-1.7	5%	5.6	2.2	10	0.2	1116	.	.	i
O=C(COc1ccc2ccc(=O)oc2c1)Nc1ccc2c(c1)OCCO2	-24	-13	4%	i	7	-0.026	-0.19	0.19	-0.092	-2%	2.3	2.6	7.9	.	.	i	28	i
O=C1CNC(=S)N1CCOc1ccccc1	.	.	-3%	.	.	0.28	-0.13	-0.064	0.52	-1%	.	.	.	1.1	1062	i	28	i
O=C(NNS(=O)(=O)c1ccc(Cl)cc1)c1ccc(S(=O)(=O)N2CCCCC2)cc1	-9	-16	8%	i	-10	-0.42	-0.27	-0.33	0.086	1%	3.3	1.7	2.6	-1.5	1145	i	24	i
CCN1CCN(C(=O)CN(C)S(=O)(=O)c2ccc(OC)cc2)CC1	-8	-1	2%	i	-6	0.68	-0.26	0.75	1.8	4%	2.7	2.0	0.6	.	.	i	16	i
SMILES	WT yeast gro inh	WT yeast gro inh mutant strain	P. falciparum M1AAP	Autophagy mod	Autophagy mod cell loss 18 h	Dynein cargo inh	Dynein cargo inh cytoplasmic EGFP	Dynein cargo inh nuclear GR-EGFP	Dynein cargo inh cell count	M17LAP inhibition	MT stabilize HCS	MT stabilize HCS Hoechst-high %	MT stabilize HCS cytotoxicity %	b-catenin transl	b-catenin transl cell count 5 µM	T cell modulator	T cell modulator vesicle-bound %	Yfh1-off respiration
CCCCN(C)C(=O)CCC(=O)Nc1ccc2nc(N3CCOCC3)cc(C)c2c1	10	7	5%	i	8	0.57	-0.075	0.51	-0.08	-67%	5.4	2.3	7.4	0.2	1444	i	35	i
COc1ccc(N2CCN(CCC(N)=O)CC2)cc1	-11	-5	9%	i	-3	0.54	0.13	1	0.36	7%	1.2	1.4	3.4	.	.	i	34	i
CCOC(=O)/C=C/C(=O)OCC(=O)Nc1ccc(Cl)cc1Cl	15	9	3%	i	-8	0.83	0.11	0.39	-3.1	-2%	1.7	2.7	5.2	0.0	968	i	48	i
CCC(=O)NNC(=O)CCC(=O)Nc1ccc(C)cc1C	-6	1	3%	i	13	0.35	-0.096	0.62	-0.23	4%	6.1	3.0	0.7	-2.4	1024	i	59	i
O=C(c1ccccc1)c1nc2ccccc2n(CCCn2c(=O)c(C(=O)c3ccccc3)nc3ccccc32)c1=O	2	6	0%	i	6	-0.29	-0.15	-0.79	-0.42	1%	4.5	2.7	9.5	-1.5	1350	i	52	i
CCCNC(=O)Cn1c(=O)/c(=C\c2ccc(-c3cccc([N+](=O)[O-])c3)o2)s/c1=C\C(=O)C(C)(C)C	1	-2	8%	+	-2.0*	-2.8	9.8	1.2	-0.94	18%	2.8	2.5	12	3.5	876	i	49	i
COc1ccc(N2CCN(C(=O)c3ccc4c(c3)OCO4)CC2)cc1	9	-9	7%	i	1	-0.33	-0.067	-0.23	0.28	0%	1.5	1.1	6.7	-2.6	1333	i	54	.
Cc1ccccc1C(NC(N)=O)c1ccccc1 (stereo unspecified)	-7	-11	-3%	i	0	0.97	-0.27	0.85	-0.47	2%	2.6	0.0	22	-4.0	1233	i	42	i
N#CCN1CCC/C1=C\[N+](=O)[O-]	-29	-22	9%	i	33	-0.069	-0.37	0.13	0.3	24%	1.7	1.1	6.3	.	.	i	34	i
COCCOC1CCN(Cc2cn(Cc3ccccc3)nc2-c2cc3ccccc3o2)CC1	12	6	3%	i	3	-0.34	0.2	0.17	-0.033	5%	0.5	0.9	0.7	-0.3	1468	i	33	i
O=C(Nc1ncc2c(n1)CC(c1ccccc1)CC2=O)c1ccco1 (stereo unspecified)	7	-4	-2%	i	20	-0.41	-0.18	-0.024	0.056	-2%	2.2	3.5	12	0.1	1029	i	33	i
Cc1cc(NC(=O)COC(=O)C2CCN(S(=O)(=O)c3ccc(Cl)cc3)CC2)no1	2	4	0%	i	7	0.9	-0.12	0.52	0.066	-8%	2.2	4.5	8.2	-2.3	1177	i	52	i
CN(C)c1ccc(CNC(=O)C2CCC(CNc3c(N4CCCCC4)c(=O)c3=O)CC2)cc1 (stereo unspecified)	.	.	2%	.	.	-0.23	-0.12	0.27	-0.29	-5%	.	.	.	1.4	1296	i	21	i
